# Source: PubChem
# Growth percent in the NCI-60 one-dose screen (48 h, 10 µM unless noted): 100 = growth as untreated, 0 = no growth, -100 = all killed.
# HCT-15 = HCT-15 colon cancer | 82,000 compounds, 5.2% hits | AID 1794746
# HCT-116 = HCT-116 colon cancer | 82,000 compounds, 7.3% hits | AID 1794798
# OVCAR-4 = OVCAR-4 ovarian cancer cells; AID 1794784; 80,000 compounds, 3.7% hits
# SW-620 = SW-620 colon cancer; 82,000 compounds, 5.2% hits
# SK-OV-3 = SK-OV-3 ovarian cancer cells. 80,000 compounds, 3.2% hits
# HT29 = HT29 colon cancer; AID 1794748; 81,000 compounds, 7.4% hits
# COLO 205 = COLO 205 colon cancer. 79,000 compounds, 7.3% hits
# IGROV1 = IGROV1 ovarian cancer; 79,000 compounds, 4.7% hits; AID 1794786
# KM12 = KM12 colon cancer cells | 82,000 compounds, 5% hits
# * = called active by the depositor; / = not tested or not shown; & = joins results of further samples. The calls were made as follows: active = growth percent below 10; inactive = the rest.
# Start of the data: the first two compounds, ahead of the listing:
Compound	HCT-15	HCT-116	OVCAR-4	SW-620	SK-OV-3	HT29	COLO 205	IGROV1	KM12
CCOc1ccccc1C(=O)OCC(=O)Nc1cccc(S(=O)(=O)N(C)C)c1	123	96	95	97	129	99	/	98	104
COc1cccc(N2CCN(c3ncnc4c3[nH]c3ccc(F)cc34)C[C@H]2C)c1	68	42	28	96	68	70	61	60	55

# This part in full, previewed entries included:
Compound	HCT-15	HCT-116	OVCAR-4	SW-620	SK-OV-3	HT29	COLO 205	IGROV1	KM12
CCOc1ccccc1C(=O)OCC(=O)Nc1cccc(S(=O)(=O)N(C)C)c1	123	96	95	97	129	99	/	98	104
COc1cccc(N2CCN(c3ncnc4c3[nH]c3ccc(F)cc34)C[C@H]2C)c1	68	42	28	96	68	70	61	60	55
O=CNCNC=O	105	106	101	114	113	113	109	125	105
O=C(c1nnc(NC2CCCCC2)o1)c1c[nH]c2ccccc12	90	108	99	107	106	101	111	103	68
c1n[nH]cc1-c1nc2ccc3[nH]ncc3c2c2c1CCCC2	13	-3.1*	54	6.2*	-20*	24	9.0*	21	5.3*
C=C(C)[C@@H]1CC[C@]2(C(=O)NCc3ccc(O)c(OC)c3)CC[C@]3(C)C(CCC4[C@@]5(C)CCC(OC(C)=O)C(C)(C)C5CC[C@]43C)C12 (stereo not given in full)	26	18	40	40	82	50	64	54	61
Nc1c(C(=O)N/N=C/c2ccc(Oc3ccccc3)cc2)cnn1CC(O)c1ccccc1 (stereo not given)	82	82	98	93	90	95	92	84	93
COc1ccc(/C=C/C(=O)Nc2ccc(-c3nc4ccc(F)cc4s3)cc2)cc1OC	107	96	128	116	112	102	118	116	105
O=C(Nc1ccc(NC(=O)c2cc(=O)[nH]c3ccccc23)cc1)Nc1cccc(C(F)(F)F)c1	95	41	74	60	69	68	70	65	53
C=C(C)C(CCC(C)C)(C(=O)OCC)C(=O)OCC	/	106	99	101	105	105	102	100	112
CCCCN(CCCC)Cc1cc(CN(CCCC)CCCC)c(O)c(CN(CCCC)CCCC)c1	101	67	96	93	95	68	91	96	100
COC(=O)Cc1[nH]c(SC)nc1C(=O)OC	108	90	108	101	102	108	109	109	102
[2H]c1c([2H])n([C@@H]2O[C@H](COC(C)=O)[C@@H](OC(C)=O)[C@H]2OC(C)=O)c(=O)[nH]c1=O	105	95	106	102	97	100	105	94	103
NC(=O)c1ccccc1OCc1ccccc1	98	103	100	98	102	100	102	104	118
NC(=S)N/N=C/c1ccccc1N	97	98	95	100	98	108	120	107	111

# 2 entries drawn at random from the list so far:
Compound	HCT-15	HCT-116	OVCAR-4	SW-620	SK-OV-3	HT29	COLO 205	IGROV1	KM12
CCOc1ccccc1C(=O)OCC(=O)Nc1cccc(S(=O)(=O)N(C)C)c1	123	96	95	97	129	99	/	98	104
O=C(Nc1ccc(NC(=O)c2cc(=O)[nH]c3ccccc23)cc1)Nc1cccc(C(F)(F)F)c1	95	41	74	60	69	68	70	65	53

# The list continues:
Compound	HCT-15	HCT-116	OVCAR-4	SW-620	SK-OV-3	HT29	COLO 205	IGROV1	KM12
COC(=O)[C@@]1(/C=C/c2ccccc2)C(=O)N(c2ccc(OC)cc2)[C@@]1(C(=O)OC)c1ccccc1	89	71	67	87	95	71	97	97	93
COc1ccc(Br)c(/C=C2\SC(=Nc3ccc(O)cc3)NC2=O)c1	79	99	83	104	90	113	102	94	84
O=C1Nc2ccccc2C12N=C(NO)c1ccccc1N2 (stereo not given)	103	91	117	101	85	107	102	70	104
c1ccc(OCCOCCOc2ccccc2-c2ccccc2)cc1	87	107	91	95	91	93	98	100	94
CCc1oc2ccccc2c1C(=O)c1cc(I)c(O)c(I)c1	33	22	71	19	105	99	104	50	27
COc1cc2oc3cc(C)oc(=O)c3c2cc1OC	92	90	94	103	103	91	/	99	105
CCN(CC)CCC(c1ccccc1)c1ccccc1	96	92	106	106	106	102	111	113	112
C[C@]12CC[C@@H]3c4ccc(O)cc4CC[C@H]3[C@@H]1CC[C@@H]2NS(=O)(=O)c1cccc(OC(F)(F)F)c1	40	32	43	58	87	20	24	37	30
Cn1ncc2c1CCc1cc(S(=O)(=O)c3ccccc3)c(=O)[nH]c1-2	101	96	99	95	108	97	118	98	113
CCn1cc(-c2ccnc(NCCCNS(=O)(=O)c3ccccc3)c2)c(-c2cccc(OC)c2)n1	95	89	91	92	105	93	112	88	102
CCN(CC)C(=O)COc1ccc(Cl)cc1C	111	93	112	106	99	103	104	101	104
C#C[C@]1(O)CC[C@H]2[C@@H]3CC=C4c5sc(Nc6ncccc6C)nc5CC[C@]4(C)[C@H]3CC[C@@]21C	-1.1*	7.2*	35	-41*	-37*	25	35	40	3.2*
O=C(C1CC1)N1CCN(c2ncc([N+](=O)[O-])c(N3CCN(C(=O)C4CC4)CC3)n2)CC1	89	99	94	98	106	103	105	98	101
N#CC1C2C=CC(CC2)C1C#N (stereo not given)	101	89	90	93	96	96	109	105	100
COc1ccccc1Nc1cc(O)c2c(=O)cc(-c3ccccc3)oc2c1	29	14	66	21	51	17	77	51	36

# (continued)
Compound	HCT-15	HCT-116	OVCAR-4	SW-620	SK-OV-3	HT29	COLO 205	IGROV1	KM12
Cc1cc(NCc2cc(Nc3ccnc4cc(Cl)ccc34)ccc2F)nc(N2CCCC2)n1	-61*	-53*	-0.2*	-1.9*	51	-40*	-78*	-2.2*	12
CC(=O)OCC1OC(OC2C(COC(C)=O)OC(Sc3ccccc3)C(OC(C)=O)C2OC(C)=O)C(OC(C)=O)C(OC(C)=O)C1OC(C)=O (stereo not given)	100	84	102	106	111	106	109	108	109
O=C1C(Cl)C(c2ccccc2Br)N1n1cnnc1 (stereo not given)	102	98	100	93	80	97	/	107	93
CC(C)c1cccc(O)c1	102	/	114	107	105	103	111	115	105
O=[N+]([O-])c1cccc(OCCBr)c1	/	99	99	104	98	101	102	102	104
O=C(/C=C/C12c3ccccc3C(c3ccccc31)C1C(=O)N(c3ccccc3)C(=O)C12)c1ccccc1 (stereo not given)	-26*	-58*	34	1.6*	/	15	/	-24*	-41*
CCOC(=O)C1=C(c2ccccc2)N=C2SC3C(=NN(c4ccccc4)C3c3ccc(Br)cc3)N2C1c1ccc(OC)cc1 (stereo not given)	100	96	94	97	92	92	112	86	84
COc1ccc(C(=O)Nc2n[nH]c(Nc3ccccc3)c2C#N)cc1	102	105	118	102	119	112	106	105	112
O=C(O)c1ccc(CO)o1	103	103	98	104	116	106	115	109	106
CC12CCC3c4ccccc4CCC3(CO1)C2 (stereo not given)	108	117	108	106	98	100	101	121	110
NC(=O)c1c(Nc2ccccc2)n[nH]c1N	98	97	117	109	107	114	109	111	118
COc1ccc(-c2nc3ccccc3n3cccc23)cc1OC	83	88	100	97	109	85	106	106	96
COc1ccc(NC(=O)c2sc3nc4c(cc3c2N)CN(C)CC4)cc1	90	106	110	102	92	98	97	88	102
O=C1Nc2cc(Cl)ccc2/C1=C/c1ccc(OCC(=O)c2ccccc2)cc1	77	88	94	95	94	107	110	80	92
O=c1cc(CSc2cccnc2)occ1O	105	106	104	107	104	113	108	108	118

# Complete entries, quoted from the list:
# CCOC(=O)C1=C(c2ccccc2)N=C2SC3C(=NN(c4ccccc4)C3c3ccc(Br)cc3)N2C1c1ccc(OC)cc1 (stereo not given) is listed with HCT-15 = 100; HCT-116 = 96; OVCAR-4 = 94; SW-620 = 97; SK-OV-3 = 92; HT29 = 92; COLO 205 = 112; IGROV1 = 86; KM12 = 84
# NC(=O)c1c(Nc2ccccc2)n[nH]c1N is listed with HCT-15 = 98; HCT-116 = 97; OVCAR-4 = 117; SW-620 = 109; SK-OV-3 = 107; HT29 = 114; COLO 205 = 109; IGROV1 = 111; KM12 = 118
# O=[N+]([O-])c1cccc(OCCBr)c1 is listed with HCT-15 = /; HCT-116 = 99; OVCAR-4 = 99; SW-620 = 104; SK-OV-3 = 98; HT29 = 101; COLO 205 = 102; IGROV1 = 102; KM12 = 104

# (listing goes on)
Compound	HCT-15	HCT-116	OVCAR-4	SW-620	SK-OV-3	HT29	COLO 205	IGROV1	KM12
Nc1ccccc1C(=O)N[C@@H]1CC(=O)c2ccccc2NC1=O	101	95	107	104	105	107	107	94	102
COc1cc(C)cc(C(O)Cc2cccc(-c3ccc(N(Cc4ccccc4)Cc4ccccc4)cc3)n2)c1 (stereo not given)	45	58	81	84	83	73	80	91	84
Cc1ccc(C(=O)C/C(=C/c2ccc(-c3ccc(Cl)cc3)o2)C(=O)NCc2ccccc2Cl)cc1	68	66	83	90	93	73	69	104	80
COc1ccc(S(=O)(=O)NCCCNc2nccc(-c3cn(-c4ccccc4)nc3-c3ccc(Cl)c(OC)c3)n2)cc1	56	60	77	97	74	67	76	57	69
CC(=O)Nc1cc(=O)[nH]c(SCC(=O)N2CCN(c3cc4c(cc3F)c(=O)c(C(=O)O)cn4C3CC3)CC2)n1	99	/	98	95	94	100	104	100	93
COc1cc2nc(N3CCCC3)nc(NCC3CCCCC3)c2cc1OC	-71*	-65*	33	-42*	77	-25*	-86*	72	75
CCCCC/C=C\C/C=C\CCCCCCCCOc1cccc(CCOP(=O)(O)OCC[N+](C)(C)C)c1	101	101	116	103	110	104	113	105	102
CN(C)Cc1cc(O)c(CN(C)C)cc1O	100&108&108	86&105&94	111&112&114	107&107&104	77&114	83&110&121	95&74&116	114&97	103&103&110
O=C(NC(=S)Nc1ccccn1)c1ccccc1	100	88	63	96	107	87	101	79	97
COc1nc2ccc(C)cc2cc1/C=C1/C=C(c2ccccc2)NC1=O	96	99	113	91	109	101	99	102	97
CC(=O)n1nc(C(=O)OCc2ccc(C)cc2)c2ccccc21	103	99	94	103	105	109	114	102	100
CC1CCC(N2CCCn3c2nc2c3c(=O)n(C)c(=O)n2C)CC1 (stereo not given)	98	99	106	107	98	90	104	104	100
COc1cc(OC)nc(NC(=O)CSc2nnc(-c3cccnc3SCc3ccccc3)o2)n1	105	101	100	107	103	100	/	114	/
O=S(=O)(NCCCNc1nccc(-c2c(-c3ccc(F)c(O)c3)nc3sccn23)n1)c1ccc(Cl)cc1	83	46	99	99	85	70	43	80	75
COc1cc(-c2nc3sc(C)cn3c2/C=C2\C(=O)Nc3ccccc32)c(Br)c(OC)c1OC	53	22	54	21	31	9.6*	53	-12*	15

# Next section.
Compound	HCT-15	HCT-116	OVCAR-4	SW-620	SK-OV-3	HT29	COLO 205	IGROV1	KM12
C/C(=N/NC(=O)c1sc(=S)n(C)c1N)c1cc2cc(Cl)ccc2o1	93	103	117	44	102	93	104	52	88
O=[N+]([O-])c1ccc(-c2nnc(Nc3ccc(C(F)(F)F)cc3)o2)cc1	101	86	105	108	83	72	100	98	96
COc1cccc2c1nc1n2C(c2c(F)cccc2F)SC1 (stereo not given)	94	75	93	108	102	96	107	42	101
COc1ccc(/C=C(\C#N)n2nc3cc(F)c(F)cc3n2)cc1	89	82	83	105	106	110	116	103	99
CCOC(=O)C(C(=O)CC(C)C)C(C)C (stereo not given)	103	104	102	109	119	106	119	110	113
O=c1[nH]c(Sc2sc3ccc(Cl)cc3c2CBr)nc(=S)[nH]1	21	39	41	40	18	91	108	4.6*	13
Cc1ccc(O)c(-n2nc3ccccc3n2)c1	102	101	107	102	113	97	112	105	95
C[C@H]1[C@H](C)CC[C@]2(C(=O)N3CCN(C)CC3)CC[C@]3(C)C(=CC[C@@H]4[C@@]5(C)Cc6c([nH]c7ccccc67)C(C)(C)[C@@H]5CC[C@]43C)[C@@H]12	81	63	72	89	79	68	/	97	87
Clc1ccc2c(c1)-n1cccc1C(c1ccc3ccccc3c1)=NC2	77	66	84	88	95	74	102	61	72
COc1ccc(Nc2c3c4c(cccc4[nH]c2=O)C(=O)c2ccccc2-3)cc1	-4.4*	4.1*	58	19	-5.9*	-32*	-65*	-12*	-36*
CCCCCCCCc1cccc(C(=O)Nc2ccc(C)cc2C(=O)O)c1	78	89	99	100	113	110	118	99	91
Nc1ccccc1O	91	95	89	104	/	101	120	/	88
Cc1cc(Br)ccc1N=c1scc(-c2ccc(Cl)cc2)n1C	91	88	93	109	92	103	104	100	97
CCOC(=O)C1=C(c2ccccc2)N=C2SC3C(=NN(c4ccccc4)C3c3ccc(Br)cc3)N2C1c1ccc(O)c(OC)c1 (stereo not given)	80	76	74	86	91	105	113	83	85
O=C(C[n+]1cccc2ccccc21)c1ccc(F)cc1	104	102	106	110	101	118	115	104	102

# More records.
Compound	HCT-15	HCT-116	OVCAR-4	SW-620	SK-OV-3	HT29	COLO 205	IGROV1	KM12
O=C(Nc1ccc(-n2cc(-c3ccncc3)c(-c3ccc(Cl)c(O)c3)n2)cc1)c1cc(C(F)(F)F)cc(C(F)(F)F)c1	28	34	70	81	72	11	70	70	28
COC(=O)/C=C1\S/C(=N\NC(=O)c2cc3ccc2/C=C\c2ccc(cc2)/C=C\3)N(Cc2ccccc2)C1=O	28	50	45	18	133	12	73	42	65
CN(C)c1ccc(/C=C/c2nc3ccccc3c(=O)n2CC(=O)Nc2ccc(Cl)cc2)cc1	42	57	7.3*	62	85	32	57	88	55
COc1cc(OC)cc(/C(C#N)=C/c2nc3c(N4CCOCC4)nc(Cl)nc3n2C)c1	100	102	103	100	/	109	/	97	99
C=C1CC[C@@H]2[C@]3(C)COC(c4ccccc4)O[C@@H]3CC[C@@]2(C)[C@@H]1C/C=C1/C(=O)OCC1OC(C)=O (stereo not given in full)	-87*	-95*	0.2*	-49*	94	-93*	-76*	-51*	-9.9*
COc1ccc(C2CC(c3cnccn3)=NN2c2ccccc2)cc1OC (stereo not given)	95	69	105	105	83	72	/	101	95
COc1cc(-n2cc(COc3ncnc4c3cnn4-c3ccccc3)nn2)cc(OC)c1OC	96	95	87	99	103	102	118	84	101
O=C(Cn1nnc2ccccc21)N/N=C/c1ccc[nH]1	104	103	107	97	99	104	105	101	99
COc1ccc(C(C)=O)cc1CS/C(=N/S(=O)(=O)c1ccccc1)Nc1cccc(Cl)c1Cl	86	96	102	104	95	105	102	102	106
